TRPV1 ag: activates the human vanilloid receptor TRPV1; Q8NER1; TRPV1-expressing cells, Fluo-8 calcium influx, agonist mode; activation, % at 8.33 µM; hit rate 0.19% among 320,000; in the data active = activation above about 80%; inconclusive = between about 30% and that limit; also: 0% is about no effect
Target sequence (Q8NER1 whole entry, looked up): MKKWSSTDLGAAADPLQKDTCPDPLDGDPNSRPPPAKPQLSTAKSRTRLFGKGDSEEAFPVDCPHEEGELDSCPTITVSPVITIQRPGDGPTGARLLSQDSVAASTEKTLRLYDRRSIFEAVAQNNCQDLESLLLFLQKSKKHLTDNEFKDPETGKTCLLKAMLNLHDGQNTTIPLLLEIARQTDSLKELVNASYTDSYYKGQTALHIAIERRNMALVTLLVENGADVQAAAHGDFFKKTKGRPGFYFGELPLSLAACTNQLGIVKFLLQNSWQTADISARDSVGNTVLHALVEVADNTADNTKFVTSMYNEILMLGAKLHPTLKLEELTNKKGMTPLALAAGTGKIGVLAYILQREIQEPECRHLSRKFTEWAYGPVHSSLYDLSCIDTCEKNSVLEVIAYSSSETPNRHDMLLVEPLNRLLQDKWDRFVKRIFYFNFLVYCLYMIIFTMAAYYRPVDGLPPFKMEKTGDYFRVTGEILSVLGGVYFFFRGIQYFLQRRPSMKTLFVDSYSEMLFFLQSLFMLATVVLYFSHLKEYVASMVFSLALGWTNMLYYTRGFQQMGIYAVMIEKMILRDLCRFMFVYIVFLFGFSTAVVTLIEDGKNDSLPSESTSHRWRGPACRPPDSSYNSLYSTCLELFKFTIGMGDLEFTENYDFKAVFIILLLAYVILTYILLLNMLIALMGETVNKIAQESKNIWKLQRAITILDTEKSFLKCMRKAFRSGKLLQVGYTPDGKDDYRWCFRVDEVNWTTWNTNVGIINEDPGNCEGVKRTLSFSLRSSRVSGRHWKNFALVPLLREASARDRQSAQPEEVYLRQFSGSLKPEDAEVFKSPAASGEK
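Fluo-8 calcium influx in TRPV1-expressing cells, kinetic read (ex 480/em 520 nm). Compound added and read 3 min for agonist activity, followed by capsaicin at EC20 final and 2 min further read for enhancement.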
ELG1 DNA repair: inhibitors of ELG1-dependent DNA repair in HEK293T cells | HEK293T ELG1-luciferase reporter, luminescence, 16 h; DNA damage induced by 5-fluorouridine | Potency, µM (highest dose often 46.1 µM), for inactives: at the top dose activity change, negative = inhibition, usual class: inhibitors | hit rate 2.3% among 330,000; also: potency is read from the fitted curve at half-maximal effect; % is scaled to controls: 0 for no effect and ±100 for the full control effect; nearly all actives have a fitted effect of over 55% in size
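Step one: seed 2,000 cells per well. Step two: pin-transfer compound or DMSO alongside 5-fluorouridine. Step three: incubate 16 hr, 37 °C, 5% CO2. Step four: add ONE-Glo, wait 30 min, read luminescence.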
Mito fusion act: inhibitors of mitochondrial division or activators of mitochondrial fusion | S. cerevisiae fusion-defective mutant growth rescue, CellTiterGlo 48 h | Potency, µM (titrated, usually from 46.1 µM), for inactives: top-dose growth rescue (activation), most hits filed as activators | hit rate 0.23% among 320,000 | AID 485298;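 also: potency is read from the fitted curve at half-maximal effect; % of control where 0% means no effect; nearly all actives have a fitted effect of over 45% in size; temperature-sensitive fusion mutants such as fzo1-1 at 37 °C on non-fermentable ethanol glycerol medium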
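Read-out: ATP-based luminescence (CellTiterGlo, 10 min ambient) reporting growth of fusion-defective ts yeast after 48 hours at 37C on glycerol/ethanol YPEG medium in the presence of compound.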
USP2a inh: blocks human ubiquitin-specific protease USP2a. hit rate 0.01% among 330,000. AID 463254. USP2 core, Ub-CHOP2 coupled fluorogenic reporter, 485/531. O75604. Potency, µM (top dose mostly 38.3 µM), inactives show top-dose activity change, negative = inhibition, usual class: inhibitors;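 also: potency is read from the fitted curve at half-maximal effect; plate controls were DMSO wells for no effect and full inhibition by NEM control for full effect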
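Cell-free coupled assay: 10nM USP2 core preincubated 30min RT with compound in Tris-HCl pH 8.0/CaCl2/CHAPS buffer, then 25nM Ub-CHOP2 and 25nM reporter substrate; fluorescence (Ex 485/Em 531) read after 60min RT, normalized to NEM inhibition, concentration-response curves fitted.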
AT treatment: potential ataxia-telangiectasia treatment | […] A-T fibroblasts, KAP-1 phosphorylation AlphaLISA; neocarzinostatin DNA damage 30 min before lysis | Potency, µM (top dose mostly 57.5 µM), without a hit: at the top dose activation, most hits filed as activators | hit rate 0.19% among 320,000 | AID 485349; also: potency is read from the fitted curve at half-maximal effect; % of control where 0% means no effect; nearly all actives have a fitted effect of over 45% in size
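ATM-like activity read as KAP-1 phosphorylation via AlphaLISA donor/acceptor antibody pairs after lysis and 6 hr at 25C. Cells were ATM-null patient fibroblasts ([…], hTERT), dosed 60 min, then exposed to the DSB inducer NCS for 30 min.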
Eya2 inh: Eya2 (human) phosphatase inhibition; recombinant Eya2, OMFP fluorescence dephosphorylation (OMFP is methylfluorescein phosphate); Potency, µM (top dose mostly 76.9 µM), for inactives: at the highest dose activity, negative = inhibition, usual class: inhibitors; hit rate 0.006% among 330,000; AID 488837; O00167; also: potency is read from the fitted curve at half-maximal effect; % is scaled to controls: 0 for no effect and ±100 for the full control effect
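Eya2 (0.2 uM) preincubated 10 min at ambient with compound, then OMFP substrate added at 50 uM; 10 min reaction in 50 mM HEPES pH 7.5, 50 mM NaCl, 5 uM MgCl2, 0.05% BSA, 1 mM DTT. Fluorescence read at Ex 485/Em 525 nm.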
KCNH2 3.1 inh: inhibitors of human KCNH2 3.1 potassium channel isoform; U2OS KCNH2 3.1, thallium flux FluxOr; stronger effect = lower value; activity change, % (tested at about 1.8 µM); AID 720553; hit rate 0.95% among 340,000;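 active = maximum activity change below -70%; inconclusive = maximum activity change from -70% to -50%; inactive = maximum activity change above -50%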;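 also: thallium influx rate constant from kinetic fluorescence after stimulation buffer; % is scaled to controls: 0 for no effect and ±100 for the full control effect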
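Normalized rate constant (relative to positive and negative DMSO controls) derived from a 2 min kinetic fluorescence read after stimulation; U2OS cells expressing the 3.1 isoform via virus at 1.77 x 10^8 /mL.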
TCR act: T cell receptor activation; Potency, µM (doses to about 9.22 µM), for inactives: at the top dose activation of IL-2 secretion, most hits filed as activators; 330,000 tested, under 10 active; AID 504894; primary human leukocytes, anti-CD3, IL-2 HTRF, 48 h; also: % of control where 0% means no effect
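HTRF read-out of IL-2 secretion: europium cryptate donor excited at 320nm, d2 acceptor emission at 665nm. Cells were primary human leukocytes incubated 48 hr with compounds and a-CD3 beads, supplying TCR signal only.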
KCNH2 WT inh: inhibitors of human wildtype KCNH2 potassium channel; Q12809; U2OS, BacMam KCNH2, thallium flux FluxOr; stronger effect = lower value; activity change, % at 1.84 µM; hit rate 0.37% among 340,000; AID 720551;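 active = maximum activity change below -70%; inconclusive = maximum activity change between -70% and -50%; inactive = maximum activity change above -50%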; also: % is scaled to controls: 0 for no effect and ±100 for the full control effect
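U2OS cells transduced with wild-type KCNH2 virus are loaded with FluxOr dye for 45 min, and thallium flux is measured in kinetic reads before and after stimulation buffer. Rate constants are normalized to DMSO controls.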
TSHR antag: antagonists of human thyroid stimulating hormone receptor; P16473; TSHR-expressing cells, TSH-stimulated cAMP HTRF, 2 h; stronger effect = lower value; activity change, negative = inhibition, % at 11.5 µM; hit rate 0.2% among 330,000; AID 504810;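 active = activity change below a set negative limit, meaning inhibition stronger than a set level, cut at about -70% in these data; inconclusive = activity change between two set negative limits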; also: % is scaled to controls: 0 for no effect and ±100 for the full control effect
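Cell-based HTRF cAMP assay; TSHR cells + compound, TSH EC80 (4nM final), 2 h, 37 deg C. Lysis with anti-cAMP cryptate and cAMP-d2, 30 min RT, read 665/620 nm.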
An asterisk follows results filed as active; ? = inconclusive; . = no result given; [ ] = another dose, or the depositor's remark. Unless noted, calls follow the shape of the dose curve; as a rule, active = well fitted curve in the direction sought with a large enough effect; inconclusive = small, poorly fitted or top-dose-only effect, or another doubt; inactive = no such curve, though single readings can be large; an effect the other way counts as inactive or inconclusive. A portion of the library. The share of hits here may be higher or lower than overall.

#	smiles	TRPV1 ag	ELG1 DNA repair	Mito fusion act	USP2a inh	AT treatment	Eya2 inh	KCNH2 3.1 inh	TCR act	KCNH2 WT inh	TSHR antag
1	CC(=O)Nc1ccc(NC(=O)C2CCCN(S(=O)(=O)c3ccc(Cl)cc3)C2)cc1 (stereo not drawn)	2	?	0%	?	1%	-8%	-17	-4%	16	-8
2	CCOC(=O)c1c2ccccc2[n+]([O-])n1[C@@H](C)C(N)=O	1	-1%	-11%	4%	4%	5%	14	5%	0	-2
3	CC(O)Cc1cn([C@@H](CCCCN)C(=O)N2CCNCC2)nn1 (stereo partly drawn)	-5	-14%	-2%	13%	4%	8%	35	4%	2	4
4	Cc1ccc(S(=O)(=O)N2CCN3CCCC3C2)cc1 (stereo not drawn)	-6	1%	3%	3%	-9%	5%	29	-2%	-11	10
5	Cc1cc(OCC(=O)C(C)(C)C)c2c(-c3ccccc3)cc(=O)oc2c1	?	-9%	?	3%	-2%	-1%	1	4%	2	2
6	O=C(CN1C(=O)c2ccccc2C1=O)Nc1nccs1	-3	4%	3%	-3%	-3%	6%	-14	-1%	-12	14
7	C[C@@H](C(=O)NCC1CC1)[C@@H]1C[C@@]1(C)[C@@H](NC(=O)OCc1ccccc1)c1ccccc1	28	-5%	3%	1%	1%	8%	-1	-4%	9	-4
8	Cc1ccc(OCc2cc(C(=O)NCC(C)c3ccccc3)no2)cc1C (stereo not drawn)	22	?	1%	-5%	13%	-2%	11	-1%	9	-7
9	Cc1ccc(Nc2nc(N)c([N+](=O)[O-])c(N3CCOCC3)n2)cc1	-5	?	-19%	0%	.	0%	-9	2%[46.1 µM]	0	-16
10	CCCCOc1ccccc1N	-7	-9%	-2%	2%	-1%	12%	-7	1%	3	-10
11	CCCS(=O)(=O)N1CCN(C(=O)c2cccc(OC)c2)CC1	-2	11%	-5%	2%	-4%	1%	-5	-1%	-10	12
12	Cc1ccc(-c2cnn3c(N4CCOCC4)cc(C)nc23)cc1	3	?	-6%	4%	6%	7%	-7	3%	-6	-6
13	COc1cccc(NC(=S)Nc2ccc(F)cc2)c1	2	14%	-12%	0%	-6%	0%	3	13%	-3	-1
14	O=C(O)CC(NC(=O)c1ccco1)c1ccco1 (stereo not drawn)	0	?	0%	-1%	2%	-1%	6	-10%	-12	20
15	O=c1[nH]n2c(=O)c3c([nH]c2c1N=Nc1cccc(C(F)(F)F)c1)CCCC3	-1	-20%	-8%	-10%	-8%	-8%	-3	3%[46.1 µM]	3	6
16	CC(C)(C)OC(=O)N1CCCC(C(=O)Nc2ccc(C(=O)N3CCOCC3)cc2)C1 (stereo not drawn)	.	1%	.	3%	8%	1%	33	1%	0	6
17	Cc1ccc(/C=N/NC(=O)Cn2nnc(N)n2)cc1	1	-2%	-7%	0%	25µM*	-29%	-1	0%	7	-2
18	COc1ccc(C)cc1NC(=O)c1cc(S(=O)(=O)N2CCC3(CC2)OCCO3)ccc1F	19	-3%	0%	0%	4%	-4%	9	-5%	-3	-18
19	Cc1cnc(C(=O)N2CCCC(N3CCN(c4ccccc4C)CC3)C2)cn1 (stereo not drawn)	3	3%	0%	0%	13%	-17%	22	-13%	10	-3
20	CCCCc1ccc(NC(=S)NCCc2ccc(S(N)(=O)=O)cc2)cc1	?	?	-5%	0%	-1%	-13%	-3	3%	-9	-1
21	CCc1ccc(Nc2nnc(SCC(=O)NC(=O)CN3CCCC3=O)s2)cc1	2	?	1%	0%	5%	-19%	-7	-1%	-2	14
22	Cc1nnsc1C(=O)NNc1ccc(C(C)C)cc1	5	?	0%	0%	2%	9%	0	-3%	-1	-3
23	CCOc1ccc(-c2nc(CSCC(=O)NCCN3CCOCC3)c(C)o2)cc1	-6	25%	3%	0%	.	18%	-6	-6%	-9	0
24	COc1ccc(/C=C/c2nc(S(=O)(=O)c3ccccc3)c(N(C)C)o2)cc1	6	?	-2%	3%	15%	0%	7	-9%	5	-21
25	N#CC1=C(N)OC2=C(C(=O)CCC2)[C@]12C(=O)N(CC(N)=O)c1ccccc12	0	5%	-7%	3%	4%	1%	-13	-1%	-1	-3
26	Cc1ccc(NC(=O)c2cc(NC(=O)c3ccco3)ccc2N2CCCCC2)cc1	1	5%	-2%	1%	-10%	2%	3	-5%	-7	10
27	COc1ccccc1N1CCN(CCCNC(=O)Nc2ccccc2C)CC1	1	-14%	-2%	0%	-2%	-3%	4	4%	0	4
28	CC1Oc2ccccc2N(Cc2cccnc2)C1=O (stereo not drawn)	0	3%	-1%	0%	-10%	20%	8	.	1	-6
29	NC(=O)COC(=O)c1ccccc1OCc1ccccc1Cl	22	7%	-1%	-1%	6%	-11%	?	1%	-4	-6
30	O=c1cc(CO)occ1OCc1c(F)cccc1Cl	2	-12%	-4%	8%	1%	5%	12	14%	3	5

Record cards, from the list above. Screens in order: TRPV1 ag, ELG1 DNA repair, Mito fusion act, USP2a inh, AT treatment, Eya2 inh, KCNH2 3.1 inh, TCR act, KCNH2 WT inh, TSHR antag
`COc1cccc(NC(=S)Nc2ccc(F)cc2)c1` is listed with 2, 14%, -12%, 0%, -6%, 0%, 3, 13%, -3, -1
`C[C@@H](C(=O)NCC1CC1)[C@@H]1C[C@@]1(C)[C@@H](NC(=O)OCc1ccccc1)c1ccccc1` is listed with 28, -5%, 3%, 1%, 1%, 8%, -1, -4%, 9, -4
`O=c1[nH]n2c(=O)c3c([nH]c2c1N=Nc1cccc(C(F)(F)F)c1)CCCC3` is listed with -1, -20%, -8%, -10%, -8%, -8%, -3, 3%[46.1 µM], 3, 6

Remaining list, next part:
#	smiles	TRPV1 ag	ELG1 DNA repair	Mito fusion act	USP2a inh	AT treatment	Eya2 inh	KCNH2 3.1 inh	TCR act	KCNH2 WT inh	TSHR antag
31	CC(=O)N1c2ccc(S(=O)(=O)N3CCCC(C(=O)Nc4ccc(F)cc4)C3)cc2CC1C (stereo not drawn)	2	?	2%	-1%	5%	5%	2	-2%	-4	-3
32	O=C(Nc1ccccc1OC(F)F)c1ccc(S(=O)(=O)N2CCCC2)cc1	12	5%	7%	2%	-16%	15%	-1	5%	-9	1
33	O=C(CNC(=O)c1cc2c(n(-c3ccccc3)c1=O)CCCC2=O)c1ccccc1	6	9%	-2%	-1%	18%	9%	6	0%	5	-13
34	N#Cc1ccc(-c2ccc3c(c2)OCO3)nc1SCC(=O)OCc1ccccc1	-2	4%	-1%	0%	12%	11%	-4	6%	3	-7
35	CC1(C)CC(=O)C(C(C2=C(O)CC(C)(C)CC2=O)c2cccs2)C(=O)C1 (stereo not drawn)	-3	14%	0%	2%	8%	14%	26	4%	26	-10
36	O=C(c1ccncc1)c1ccc(NC(=O)c2cccs2)cc1	?	?	7%	-3%	1%	2%	12	-90%	-9	-13
37	CC(C)C(=O)Nc1cccc(NC(=O)c2ccc(Cl)cc2Cl)c1	-2	-20%	0%	-3%	5%	-3%	6	2%[46.1 µM]	15	-3
38	COc1ccc(S(=O)(=O)N(C)CC(=O)NCc2cccnc2)cc1OC	2	6%	-1%	-1%	-1%	7%	0	2%	10	3

Molecules above that have a Cl atom (4):
#	smiles	TRPV1 ag	ELG1 DNA repair	Mito fusion act	USP2a inh	AT treatment	Eya2 inh	KCNH2 3.1 inh	TCR act	KCNH2 WT inh	TSHR antag
1	CC(=O)Nc1ccc(NC(=O)C2CCCN(S(=O)(=O)c3ccc(Cl)cc3)C2)cc1 (stereo not drawn)	2	?	0%	?	1%	-8%	-17	-4%	16	-8
29	NC(=O)COC(=O)c1ccccc1OCc1ccccc1Cl	22	7%	-1%	-1%	6%	-11%	?	1%	-4	-6
30	O=c1cc(CO)occ1OCc1c(F)cccc1Cl	2	-12%	-4%	8%	1%	5%	12	14%	3	5
37	CC(C)C(=O)Nc1cccc(NC(=O)c2ccc(Cl)cc2Cl)c1	-2	-20%	0%	-3%	5%	-3%	6	2%[46.1 µM]	15	-3
